Compound activity deposited in PubChem by National Center for Advancing Translational Sciences (NCATS).
LDHA block – blocks human lactate dehydrogenase A | purified LDHA, NADH/diaphorase-resazurin fluorescence; active compounds read low | activity change, % (values are at about 110 or 230 µM) | actives 0.15% (n = 480,000) | AID 1347041; in the data active = activity change below about -30%; inconclusive = mostly about -25% to -30%;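 also: plate controls were DMSO wells for no effect and wells without enzyme for full effect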
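Human LDH5 at 2 nM final in Tris HCl pH 7.4 with 0.06 mM NADH and 0.2 mM pyruvate, reacted 5 minutes at room temperature. Remaining NADH coupled via diaphorase/resazurin; resorufin fluorescence read at 0 and 20 minutes, normalized to enzyme-free and DMSO wells.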
Pol beta inh – blocks human DNA polymerase beta activity; actives 1.3% (n = 340,000); Potency, µM (highest dose often 114 µM), for inactives: top-dose activity change, negative = inhibition, actives largely listed as inhibitors; AID 485314; Pol beta primer extension/strand displacement, fluorescence kinetic; also: potency is read from the fitted curve at half-maximal effect; % is scaled to controls: 0 for no effect and ±100 for the full control effect
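Human Pol beta at 10 nM; strand-displacement substrate 50 nM final. Compound exposure 15 min at room temperature before start, reaction 10 min at room temperature.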
RGS4 inh – human RGS4 inhibition. P49798. Transcreener GDP fluorescence polarization, RGS4-accelerated GTP hydrolysis. actives 0.039% (n = 390,000). Potency, µM (series often up to 114 µM), without a hit: at the top dose activity change, negative = inhibition, usual class: inhibitors; also: potency is read from the fitted curve at half-maximal effect; % is scaled to controls: 0 for no effect and ±100 for the full control effect; nearly all actives have a fitted effect of over 75% in size; some results filed as inactive show a strong effect at the top dose
Target sequence (P49798 whole entry, looked up): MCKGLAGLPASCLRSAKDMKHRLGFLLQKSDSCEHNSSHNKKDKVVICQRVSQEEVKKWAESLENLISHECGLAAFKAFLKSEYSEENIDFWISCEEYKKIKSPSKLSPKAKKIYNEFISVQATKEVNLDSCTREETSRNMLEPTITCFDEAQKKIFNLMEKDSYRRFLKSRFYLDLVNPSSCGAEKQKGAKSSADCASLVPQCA
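MLSMR compounds (23 nl, pin-transferred) preincubated 10 min at room temperature with a 500nM (2x) first reagent, then RGS4 at 900nM (2x) plus Transcreener GDP mix added; fluorescence polarization (620/688 nm) read before and after 90 min at 30 °C.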
Anesthetic bind – binds horse apoferritin like a general anesthetic | Potency, µM (doses to about 77.5 µM), without a hit: top-dose activity change, negative = displacement, usual class: inhibitors | apoferritin/1-aminoanthracene competitive binding, fluorescence | P02791 | actives 0.074% (n = 350,000); also: potency is read from the fitted curve at half-maximal effect; % is scaled to controls: 0 for no effect and ±100 for the full control effect; nearly all actives have a fitted effect of over 20% in size
Target sequence (P02791 2-175 limits assumed): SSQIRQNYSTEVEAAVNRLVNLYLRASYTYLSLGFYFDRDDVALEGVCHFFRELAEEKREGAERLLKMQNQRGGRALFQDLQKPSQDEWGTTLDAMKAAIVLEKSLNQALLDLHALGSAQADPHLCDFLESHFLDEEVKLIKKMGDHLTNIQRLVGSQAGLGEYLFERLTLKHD
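Probe: 1-aminoanthracene (50% saturated, PBS). Protein: horse-spleen apoferritin, 10 uM. Incubation: 10 min, room temperature. Detection: 380 nm excitation, 535 nm emission. Analysis: normalized response, four-parameter Hill.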
APEX1 inh – blocks human APE1 abasic DNA cleavage | actives 0.35% (n = 350,000) | AID 2517 | P27695 | recombinant APE1, TAMRA/BHQ-2 abasic DNA cleavage fluorescence | Potency, µM (highest dose often 65.8 µM), for the others: at the top dose activity change, negative = inhibition, usual class: inhibitors;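 also: potency is read from the fitted curve at half-maximal effect; plate controls were vehicle for no effect and reference inhibitor for full effect; nearly all actives have a fitted effect of over 55% in size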
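Quantitative HTS: incision of a TAMRA/BHQ-2 double-stranded substrate bearing a tetrahydrofuran abasic site by 0.75 nM APE1 raises fluorescence. Substrate 50 nM final, added after 15 min compound preincubation at room temperature; progress as third-minus-first kinetic read difference.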
Pol eta inh – blocks human DNA polymerase eta activity; Q9Y253; recombinant Pol eta, fluorescent DNA replication assay; Potency, µM (highest dose often 114 µM), inactives show top-dose activity change, negative = inhibition, actives largely listed as inhibitors; actives 1.2% (n = 390,000); also: potency is read from the fitted curve at half-maximal effect; % is scaled to controls: 0 for no effect and ±100 for the full control effect
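Pol eta at 10 nM preincubated with compounds 15 min at room temperature; reaction started with fluorescent substrate (50 nM final) and read kinetically at 0 and 10 min.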
ALOX12 inh – ALOX12 (human) lipoxygenase inhibition | P18054 | purified 12hLO, xylenol orange hydroperoxide absorbance | Potency, µM (series often up to 108 µM), inactives show at the top dose activity change, negative = inhibition, usual class: inhibitors | actives 1.1% (n = 580,000) | AID 1671190; also: potency is read from the fitted curve at half-maximal effect; % is scaled to controls: 0 for no effect and ±100 for the full control effect
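Hydroperoxide product was detected by ferrous iron/xylenol orange as the 573 to 405 nm absorbance ratio. Arachidonic acid at 40 uM (final) was turned over for 30 min at room temperature by 150 nM human 12hLO, pH 7.0 Hepes buffer, after 15 min compound preincubation.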
ERG-DNA inh – inhibitors of human ERG Ets domain-DNA interaction. P11308. fluorescence polarization, His-ERG Ets domain / labelled DNA. Potency, µM (series often up to 76.9 µM), inactives show at the top dose FP activity, negative = inhibition, usual class: inhibitors. actives 0.028% (n = 370,000). AID 624246; active = well fitted inhibition curve with a large enough effect in the polarisation, with a control signal flat; inconclusive = small, poorly fitted or top-dose-only effect, or effect the other way, or a change in a side signal; inactive = no such curve, though single readings can be large or run the other way; the % refers to the polarisation;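 also: polarization taken with two DNA probes labelled with fluorescein and Texas red; potency is read from the fitted curve at half-maximal effect; % of control where 0% means no effect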
Target sequence (P11308 whole entry, looked up, the tested form may be a part): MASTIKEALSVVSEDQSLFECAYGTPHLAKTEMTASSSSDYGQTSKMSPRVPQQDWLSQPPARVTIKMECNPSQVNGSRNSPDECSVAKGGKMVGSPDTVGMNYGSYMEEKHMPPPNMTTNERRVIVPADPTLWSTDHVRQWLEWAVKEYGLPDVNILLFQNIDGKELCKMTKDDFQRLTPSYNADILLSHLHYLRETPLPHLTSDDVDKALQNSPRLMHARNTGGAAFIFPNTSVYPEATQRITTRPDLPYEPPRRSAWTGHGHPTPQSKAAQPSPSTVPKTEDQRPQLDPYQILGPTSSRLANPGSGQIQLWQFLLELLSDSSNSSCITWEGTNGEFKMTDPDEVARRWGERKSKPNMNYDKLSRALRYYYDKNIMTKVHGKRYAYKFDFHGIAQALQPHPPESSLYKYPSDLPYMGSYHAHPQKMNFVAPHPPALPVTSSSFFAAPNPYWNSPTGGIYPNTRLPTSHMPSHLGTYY
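His-tagged ERG Ets domain (1 uM in the protein solution; 300mM KCl, 50mM Tris-HCl, 1mM EDTA, 1mM DTT, pH 7.5) received compound, then a probe mix of 5 nM fluorescein-DNA and 100nM Texas-615-DNA. Fluorescence polarization was read for both dyes.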
POLK inh – DNA polymerase kappa (human) inhibition | Q9UBT6 | purified Pol kappa, fluorescent DNA synthesis assay, 10 min | Potency, µM (highest dose often 107 µM), for the others: at the highest dose activity, negative = inhibition, usual class: inhibitors | actives 0.53% (n = 400,000) | AID 588579; also: potency is read from the fitted curve at half-maximal effect; % is scaled to controls: 0 for no effect and ±100 for the full control effect
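Pol kappa 10 nM + cpd, 15 min RT; start w/ substrate 50 nM final; fluorescence kinetic read, 0 and 10 min. Neg ctrl: buffer, no enzyme.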
Active calls of the source: *; i = inactive; ? = inconclusive; . = not tested or not shown; & = joins results of further samples; [ ] = remark or other dose. Unless noted, calls follow the shape of the dose curve; as a rule, active = well fitted curve in the direction sought with a large enough effect; inconclusive = small, poorly fitted or top-dose-only effect, or another doubt; inactive = no such curve, though single readings can be large; an effect the other way counts as inactive or inconclusive. This is a subset, so the mix of outcomes need not match the whole.

SMILES	LDHA block	Pol beta inh	RGS4 inh	Anesthetic bind	APEX1 inh	Pol eta inh	ALOX12 inh	ERG-DNA inh	POLK inh
O=C(COC(=O)c1cccc(S(=O)(=O)N2CCCC2)c1)Nc1ccccc1	3	1%	3%	-11%	19%	-5%	-2%	9%	-1%
Cc1ccc(Nc2n[nH]c(C)c2[N+](=O)[O-])cc1C	0	25%	-9%	-8%	0%	-13%	-23%	-16%	-17%
N/C(=N\OC(=O)c1cc(Cl)ccc1Cl)c1cccnc1	-7	?	-39%	-16%	0%	-19%	?	-4%	-1%
COCCNC(=O)CSc1nc2cc3c(cc2c(=O)n1CCCC(=O)NCCc1ccc(OC)c(OC)c1)OCO3	-2&-3	3%&1%	-3%&20%	-5%&-5%	0%	-15%&-14%	5%&-31%	10%&11%	-6%
Cn1c(=O)c([N+](=O)[O-])c(NCc2ccccc2)c2ccccc21	-2	-6%	-9%	-9%	-7%	-13%	?	-5%	-4%
CN1CCN(Cc2nc3ccccc3n2C)CC1CCO (centres undefined)	0	18%	-9%	-1%	48%[activator]	-4%	5%	3%	15%
CC(C)C(c1nnnn1CCc1ccccc1)N1CCOCC1 (centres undefined)	-8	21%	-18%	-5%	2%	-11%	?	-5%	5%
COc1ccc(C(=O)N2CCN(S(=O)(=O)c3ccccc3)CC2)c(OC)c1	-5	13%	-24%	-11%	2%	-6%	3%	-3%	12%
COc1ccc(-n2nnnc2SCC(=O)c2cc3ccccc3o2)cc1	0	-25%	1%	?	1%	-8%	13%	3%	-26%
CN(C)S(=O)(=O)N1CCN(CC(O)COc2ccc(C(=O)c3ccccc3)cc2)CC1 (centres undefined)	-2	8%	4%	-3%	1%	-17%	-24%	5%	2%
CC1(C)CN2C(=O)c3ccccc3C2(C)S1 (centres undefined)	-4	19%	-6%	?	-1%	-1%	-10%	-11%	-7%
COc1cccc(-c2ccc(NC(=O)C3CCCN(Cc4cnc(C)n4C)C3)cc2)c1 (centres undefined)	-9	19%	-32%	?	3%	-22%	i	-2%	-6%
COc1ccc(CNC(=O)C(NS(=O)(=O)c2ccc3c(c2)CCCN3C(C)=O)C(C)C)cc1 (centres undefined)	-10	1%	16%	-3%	2%	0%	-22%	5%	0%
COc1ccc(Cc2nc3ccccc3n2Cc2ccccc2C)cc1	-1	-15%	-18%	75%[activator]	.	-14%	-7%	7%	-14%
CC(C)CCOP(=O)(c1ccc(N(C)C)cc1)C(O)c1ccccc1 (centres undefined)	0	34%	4%	-7%	0%	-6%	-14%	3%	-2%
Cc1ccc(-c2cccc(C(=O)NCCc3ccccc3)n2)c2ccccc12	-3	2%	2%	-9%	-2%	-3%	-7%	9%	-7%
COc1ccc(S(=O)(=O)N(C)C[C@H]2Oc3ccc(NC(=O)NC4CCCCC4)cc3C(=O)N([C@H](C)CO)C[C@@H]2C)cc1	-2	.	-16%	.	-14%	?	?	4%	-7%
Cc1ccc2c(c1)C1CN(C)CCC1N2S(=O)(=O)c1ccc(C#N)cc1 (centres undefined)	-2	.	7%	.	35%[activator]	-7%	-34%	0%	-7%
O=C(Nc1ccc2oc(-c3ccc4ccccc4c3)nc2c1)c1cc(Br)ccc1Cl	4	?	-4%	-13%	.	-29%	-23%	-3%	?
COc1ccc(CNC(=O)Cn2cnc3c(OCc4ccccc4)ncnc32)cc1	-7	.	20%	.	-13%	-10%	18%	-6%	-10%
O=C(CNC(=O)c1ccc(Cl)cc1Cl)OCn1nnc2ccccc2c1=O	-3	.	-13%	.	-2%	-8%	2%	-4%	1%
O=C(CSc1nc2ccccc2n1Cc1ccccc1)N/N=C/c1ccccc1C(=O)O	-4	7%	17%[11.4 µM]	-6%	1%	-10%	10%	-5%	-15%
Cc1cccc(Cn2c(SCc3ccc(C(=O)NC4CCCC4)cc3)nc3ccncc32)c1	-5	0%	-3%	-6%	.	-9%	-14%	-5%	-11%
CC(C)CNC(=O)/C=C/C=C/c1ccc2c(c1)OCO2	-5	.	14%	.	8%	-9%	7%	7%	5%

Complete entries from above. Values in the order: LDHA block | Pol beta inh | RGS4 inh | Anesthetic bind | APEX1 inh | Pol eta inh | ALOX12 inh | ERG-DNA inh | POLK inh
Profile of CN1CCN(Cc2nc3ccccc3n2C)CC1CCO (centres undefined) : 0 | 18% | -9% | -1% | 48%[activator] | -4% | 5% | 3% | 15%
Profile of Cc1cccc(Cn2c(SCc3ccc(C(=O)NC4CCCC4)cc3)nc3ccncc32)c1 : -5 | 0% | -3% | -6% | . | -9% | -14% | -5% | -11%

Continued.
SMILES	LDHA block	Pol beta inh	RGS4 inh	Anesthetic bind	APEX1 inh	Pol eta inh	ALOX12 inh	ERG-DNA inh	POLK inh
Cn1c(=O)[nH]c(Nc2ccccc2)c([N+](=O)[O-])c1=O	-8	0%	-35%	-6%	2%	-20%	20%	-14%	-4%
CN(C)C(=O)c1ccc(OCC(F)(F)F)nc1	-11	6%	-7%	-9%	-3%	-8%	0%	-4%	-7%
COc1cccc(COC(=O)c2cc(S(=O)(=O)N3CCCCC3)ccc2N2CCOCC2)c1OC	-10	.	21%	.	27%	-7%	-28%	2%	1%
Cc1cccc(C)c1NC(=O)CN1C(=O)S/C(=C\c2cccn2C)C1=O	-8	29%	4%	-9%	3%	0%	-10%	.	-18%
Cc1cccc(-n2nc(C)c3c(C(=O)O)cc(-c4cccs4)nc32)c1	-6	-11%	-2%	1%	-2%	-9%	-18%	-1%	-6%
Cc1ccc(NC(=O)CN(C)c2ccc(S(=O)(=O)N3CCN(C)CC3)cn2)cc1	-5	3%	7%	-5%	-8%	-5%	0%	3%	0%
O=C(Nc1ccccc1-c1nc2ccccc2[nH]c1=O)c1cccs1	-1	?	-2%	2%	29%	-12%	-2%	-2%	-6%
CCCCC(=O)Nc1ccc(C(=O)Nc2ccc(S(=O)(=O)N3CCCC3)cc2)cc1	-8	1%	-7%	8%	0%	5%	5%	-19%	-11%
c1ccc2nc(N3CCCC3)c(N3CCCC3)nc2c1	-1	-28%	-16%	25%	-3%	-1%	0%	3%	-9%
Cc1onc(-c2ccccc2)c1C(=O)NCc1cccc(Cl)c1	-2	-1%	-11%	-1%	47%[activator]	-16%	-2%	-8%	0%
CCOc1ccc(CNC(=O)c2ccc3nc(Cc4ccc(OC)cc4)oc3c2)cc1OC	6	-18%	12%	3%	.	-17%	6%	4%	-8%[60.1 µM]
COCCCNC(=O)CC(NCCCOC)C(=O)O (centres undefined)	-2	23%	8%	3%	-10%	0%	?	-3%	-15%
O=C(CCC1CCCCC1)Nc1c2c(nn1-c1ccc(F)cc1)CS(=O)C2 (centres undefined)	-9	13%	16%	-17%	3%	-3%	0%	4%	1%
CN(C)/N=C/c1ccc(Sc2ccc([N+](=O)[O-])cc2[N+](=O)[O-])o1	-3	1%	?	-13%	-1%	?	-28%	10%	-4%
O=C(c1cc2cc(Cl)ccc2[nH]1)N1CCN(C(=O)c2ccco2)CC1	-9	?	?	-14%	-2%	-14%	45µM*	-2%	-26%
CCOCCCn1c(C)nc2c(c1=O)c1nc3ccccc3nc1n2CCC1=CCCCC1	-3	-14%	-4%	-16%	-3%	-18%	?	-6%	4%
O=C(COc1ccc([N+](=O)[O-])cc1)NC(C(=O)O)C(O)c1cccc([N+](=O)[O-])c1 (centres undefined)	-2	-15%	-27%	-8%	8%	-22%	1%	-2%	3%
COc1ccc(C2=CC(=O)C[C@H](c3ccc(Cl)cc3)C2)cn1	-2	.	-16%	.	24%	-18%	-8%	-2%	10%
COc1ccc(CNC(=O)C2(CC3CC(c4ccccc4)=NO3)CCNCC2)cc1 (centres undefined)	0	.	-19%	.	.	-6%	-9%	0%	2%
O=C1c2ccccc2C(=O)N1Cc1nc(-c2ccccn2)no1	-6	15%	8%	-15%	5%	-1%	15%	4%	-3%
NC(=O)c1nsc(C(=O)N(CC(=O)NC2CCCC2)c2ccc(F)c(Cl)c2)c1N	-6	7%	5%	-17%	-14%	-12%	9%	2%	-4%
CCN(CC)S(=O)(=O)c1cccc(C(=O)NCC2CCCCC2)c1	-3	-2%	?	-8%	24%	-21%	-9%	11%	-4%
COc1ccc(CN(Cc2ccc(C(=O)O)cc2)C(=S)Nc2ccc(C)cc2)cc1OC	-3	1%	-12%	0%	2%	-20%	?	4%	-5%
CC(C)c1cccc(C(C)C)c1NC(=O)COc1nncc2ccccc12	-4	18%	-11%	-16%	1%	-14%	-1%	-9%	7%
O=C(CCCN1C(=O)/C(=C\c2ccco2)SC1=S)Nc1ccc(O)cc1C(=O)O	22	?	?	6%	?	4.5µM*	28µM*	72%[activator]	22µM*
Cc1nc(OCc2ccccc2)c2sc3nc4c(cc3c2n1)COC(C)(C)C4	-2	52%	-15%	-23%	-7%	0%	0%[57.4 µM]	5%	-1%
O=C(NC1CCCC1)C1CCCN1C(=O)Nc1ccccc1 (centres undefined)	-1	-1%	-15%[11.4 µM]	-8%	-1%	-16%	0%	0%	-1%
CCC(C(=O)N1CCOCC1)n1c2ccccc2c2nc(=O)cc(C)n21 (centres undefined)	-9	?	18%[11.4 µM]	-8%	-1%	-13%	-12%	-2%	0%
CC1CN(C(=O)Cn2c(=O)oc3ccccc32)CC(C)O1 (centres undefined)	-12	4%	13%	6%	14%	-5%	6%	3%	-11%
